HDAC3 inhib = inhibitors of human histone deacetylase 3; O15379; recombinant HDAC3, fluorogenic peptide/trypsin coupled, fluorescence; inhibition, % at 8.3 µM; 320,000 compounds, 0.15% hits; AID 2718; in the data active = inhibition above about 26%, passing the limit was not always enough; inconclusive = no clear call, values can overlap the other calls
ANO1 activ = activates or potentiates the mouse TMEM16A chloride channel; AID 623877; 340,000 compounds, 0.3% hits; Q8BHY3; HEK293 TMEM16A/YFP-H148Q/I152L, iodide quench fluorescence; stronger effect = lower value; B-score at 10 µM;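 active = fluorescence-ratio B-score plate-corrected deviation score at least 3 library SD below zero, with starting fluorescence score within 5 deviations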;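 also: channel opened by trigger with iodide after compound preincubation; score built on the fluorescence ratio of max minus min over baseline; more negative score means more quench and so TMEM16A activation or potentiation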
TRPC4 potent = allosteric potentiators of mouse TRPC4 channel; Q9QUQ5; HEK293 TRPC4beta/mu-opioid, DAMGO EC20, Fluo-4 Ca2+ flux; stronger effect = higher value; B-score at 10 µM; 310,000 compounds, 0.42% hits; AID 2227;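 active = B-score of calcium response area above 5 SD of library B-scores, with initial fluorescence ratio within 5 SD of library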;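 also: B-score of integrated fluorescence ratio over time as area under calcium response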
hERG protect = compounds protecting human hERG from proarrhythmic drug block; activation (rescue from dofetilide block), less the hit threshold, % at 10 µM; 310,000 compounds, 0.51% hits; CHO-hERG, FluxOR thallium flux, dofetilide IC70 present; Q12809;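 active = activation above the mean of controls blocked by dofetilide plus 5 SD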;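 also: thallium influx through hERG after potassium depolarization seen as dye fluorescence rise; in these data hits start at about 4.7%; inactives centre near -7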
Target sequence (Q12809 whole entry, looked up): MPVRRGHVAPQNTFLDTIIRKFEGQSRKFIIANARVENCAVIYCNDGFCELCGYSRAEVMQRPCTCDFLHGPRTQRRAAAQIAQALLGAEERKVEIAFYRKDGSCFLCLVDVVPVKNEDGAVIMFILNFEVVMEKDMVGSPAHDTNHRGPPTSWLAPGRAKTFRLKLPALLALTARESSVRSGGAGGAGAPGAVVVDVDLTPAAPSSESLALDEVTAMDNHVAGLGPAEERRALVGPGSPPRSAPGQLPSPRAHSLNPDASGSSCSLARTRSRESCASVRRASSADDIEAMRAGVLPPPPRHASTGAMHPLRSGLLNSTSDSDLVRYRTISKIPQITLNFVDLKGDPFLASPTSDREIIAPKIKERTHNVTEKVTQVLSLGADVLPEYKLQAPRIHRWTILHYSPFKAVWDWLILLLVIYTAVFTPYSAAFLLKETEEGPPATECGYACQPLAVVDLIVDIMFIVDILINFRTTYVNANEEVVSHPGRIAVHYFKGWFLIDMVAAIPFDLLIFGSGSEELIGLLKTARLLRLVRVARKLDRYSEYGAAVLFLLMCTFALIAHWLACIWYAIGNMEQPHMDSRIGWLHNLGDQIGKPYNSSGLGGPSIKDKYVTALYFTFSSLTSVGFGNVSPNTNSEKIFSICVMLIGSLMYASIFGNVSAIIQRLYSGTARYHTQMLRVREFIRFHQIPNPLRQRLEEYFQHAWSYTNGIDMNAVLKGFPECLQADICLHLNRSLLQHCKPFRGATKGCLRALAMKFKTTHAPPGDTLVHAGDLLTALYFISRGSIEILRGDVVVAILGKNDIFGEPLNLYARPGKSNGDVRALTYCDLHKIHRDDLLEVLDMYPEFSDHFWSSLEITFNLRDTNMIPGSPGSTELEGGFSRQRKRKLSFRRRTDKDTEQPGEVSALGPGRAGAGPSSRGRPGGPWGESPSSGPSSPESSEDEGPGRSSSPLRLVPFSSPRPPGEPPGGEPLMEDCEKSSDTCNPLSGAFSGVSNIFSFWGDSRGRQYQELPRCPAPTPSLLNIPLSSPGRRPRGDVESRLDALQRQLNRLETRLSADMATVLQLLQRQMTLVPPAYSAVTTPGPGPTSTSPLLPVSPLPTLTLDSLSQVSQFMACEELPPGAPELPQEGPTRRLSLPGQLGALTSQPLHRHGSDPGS
TRPC4 act = activators of mouse TRPC4 channel. HEK293 TRPC4beta/mu-opioid, Fluo4 calcium fluorescence; stronger effect = higher value. B-score at 10 µM. 310,000 compounds, 0.49% hits;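 active = B-score above 5 SD of library B-scores, and initial fluorescence ratio not above library mean plus 5 SD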;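 also: positive B-score marks a calcium rise read as TRPC4 activation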
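Assay system: HEK293 stable line with TRPC4beta plus mu-opioid receptor; schedule: 45 min room-temperature Fluo4 loading, 110 s read; technique: kinetic Fluo4 calcium fluorescence; evaluation: integrated baseline-normalised fluorescence ratio, converted to per-well B score; controls: buffer (low) and maximal DAMGO (high)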
KCNK3 block = human KCNK3 channel inhibition, primary screen; O14649; CHO-KCNK3 thallium flux, FluxOR fluorescence; stronger effect = lower value; B-score at 10 µM; 340,000 compounds, 0.84% hits; AID 602410;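 active = B-score under library mean minus 4 SD, starting fluorescence ratio at most library mean plus 5 SD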;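 also: more negative B-score means stronger inhibition of thallium flux through KCNK3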
TMEM16A inh = mouse TMEM16A channel inhibition, primary screen; 310,000 compounds, 1.2% hits; normalized B-score (activity score, 25-100; higher = stronger inhibition) at 10 µM; HEK293 TMEM16A/YFP iodide influx fluorescence, ionomycin; Q8BHY3;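 active = ratio plate-corrected score three or more library SD toward inhibition, starting fluorescence score within five deviations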;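 also: score derived from kinetic fluorescence span divided by baseline fluorescence per well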
KCNQ1 pot = human KCNQ1 channel potentiation or activation; CHO-K1 KCNQ1, thallium flux FluxOR fluorescence; stronger effect = higher value; B-score at 10 µM; 310,000 compounds, 0.35% hits; AID 2648;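 active = fluorescence ratio B-score, a plate-corrected score, at least three library SD, with initial intensity B-score within 5 SD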
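Assay system: CHO-K1 cells stably expressing KCNQ1; Medium: assay buffer with matched DMSO; Also added: K+/Tl+ depolarizing stimulus; Dosing: single dose; Timing: dye 90 min, compound 20 min, room temperature; Measured by: kinetic FluxOR thallium fluorescence, 10-s 1-Hz baseline, 110-s post-stimulus read; Read-out: peak-minus-minimum fluorescence over initial fluorescence, negative-control normalized, B-scored.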
KCNK9 block = blocks the human KCNK9 two-pore domain potassium channel. Q9NPC2. B-score at 10 µM. HEK293 KCNK9, FluxOR thallium flux fluorescence; stronger effect = lower value. 310,000 compounds, 1.2% hits;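 active = ratio B-score over 3 SD below the library mean, with starting fluorescence within 5 SD of its mean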;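 also: negative B-score means less thallium flux so channel inhibition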
KCNQ1 block = human KCNQ1 channel inhibition | P51787 | CHO-K1 KCNQ1, FluxOR thallium flux fluorescence; stronger effect = higher value | B-score at 10 µM | 310,000 compounds, 1.3% hits | AID 2642;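 active = compounds whose thallium flux B-score, printed positive for inhibition, exceeds three library SD while starting fluorescence stays within three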;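 also: channel opened by potassium depolarization with thallium stimulus after 20 min compound exposure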
DYRK1A inh = Dyrk1A (rat) kinase inhibition | Q63470 | ADP-Glo luminescence, NFATc1 peptide | inhibition, % at 12.5 µM | 310,000 compounds, 0.43% hits; in the data active = inhibition above about 50%;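 also: plate controls were vehicle with enzyme for no effect and no enzyme for full effect; many of its hits are not listed in these tables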
* hit, by the source's call; i = inactive; ? = inconclusive; · = not tested or not shown; & = joins results of further samples.

SMILES,TRPC4 potent,KCNK9 block,DYRK1A inh,TRPC4 act,HDAC3 inhib,ANO1 activ,KCNQ1 block,KCNK3 block,KCNQ1 pot,hERG protect,TMEM16A inh
CC(=O)c1cccc(NC(=O)c2ccc(NC(=O)CCS(=O)(=O)c3cccs3)cc2)c1,i,i,7,i,2,i,i,i,i,-7,i
CCCn1nc2cc(C(=O)NCCc3ccc(C)cc3)ccc2c1OCC,i,i,·,i,-18,i,i,i,i,-10,i
Cc1ccc(NC(=O)CCn2cccc2)cc1,i,i,0,i,2,i,i,i,i,-15,i
CC(C)Cn1c(N)c(C(=O)COC(=O)CC23CC4CC(CC(C4)C2)C3)c(=O)n(C)c1=O,i,i,-8,i,-1,i,12*,i,i,-17,25*
Cc1cc(OC2CCCCC2)nc(NCc2ccccc2)n1,i,i,·,i,-1,i,i,i,i,-5,i
Cc1cc2nc(/N=C(\N)NC(=O)N3c4ccccc4Sc4ccccc43)nc(C)c2cc1C,·,·,3&0,·,1,i,·,i,·,·,i
COc1ccc2nc(C)cc(N3CCN(c4ccccc4)CC3)c2c1,i,i,14,i,5,i,i,i,i,-11,i
Cc1nc(N(C)Cc2ccccc2)c2nnn(Cc3ccccc3)c2n1,i,i,0,i,2,i,i,i,i,-14,i
CCN(CC)C(=O)Cn1cc(C(=O)C(=O)N2CC=C(c3ccccc3)CC2)c2ccccc21,i,i,·,i,14,i,i,i,i,38*,i
CC1SC(=NC(=O)c2ccco2)NC1=O (centres undefined),i,i,4,i,3,i,i,i,i,0,i
CC(=O)N1CCSc2ccc(S(=O)(=O)NCc3ccccc3)cc21,i,i,·,i,1,i,i,i,i,-8,i
COc1ccc(-c2nc3cc(NC(=S)NC(=O)Cc4ccccc4)ccc3o2)cc1,i,i,1,i,3,i,i,i,i,-7,i
Cn1ccc(C(=O)N/N=C/c2ccncc2)n1,i,i,3,i,·,i,i,i,i,-3,·
COc1ccc(-n2cc(-c3ccccc3)c3c(NCCOCCO)ncnc32)cc1,i,i,1,i,-2,i,i,i,i,-11,i
C=CCNCC#CCOc1ccc(OC)cc1,i,i,0,i,-1,i,i,i,i,-5,i
COc1cc2c(cc1OC)C(C)N(C(=O)c1sccc1C)CC2 (centres undefined),i,i,-7,i,-5,i,i,i,i,-8,i
CCCCOc1ccc(CONS(=O)(=O)c2ccc(NC(C)=O)cc2)cc1Cl,i,i,0,i,-2,i,i,i,i,-6,i
CCOc1cc(S(=O)(=O)NC2CC(C)(C)NC(C)(C)C2)ccc1Cl,i,i,1,i,0,i,i,i,i,-4,i
CCN(C(=O)CSc1nnc(-c2ccncc2)n1C)C1CCS(=O)(=O)C1 (centres undefined),i,i,0,i,0,i,i,i,i,-7,i
O=c1[nH]cc(NCCc2ccccc2)c(=O)[nH]1,i,i,-7,i,-3,i,i,i,i,-3,i
CCOC(=O)C1(CCOc2ccccc2)CCN(CC2CC2)CC1,i,i,-1,i,2,i,i,i,i,-2,i
O=c1cc(NC2CCCCC2)[nH]c(=O)[nH]1,i,i,11,i,-7,i,i,i,i,-7,i
O=C(Nc1ccc(S(=O)(=O)N2CCCC2)cc1)c1cccnc1,i,i,-2,i,-1,i,i,i,i,-4,i
CCCNC(=O)C(=O)NCC(c1ccc2c(c1)OCO2)N1CCN(c2ccc(F)cc2)CC1 (centres undefined),i,i,1,i,0,i,i,i,i,-3,i
CC(C)NC(=S)NN=C1c2ccccc2-c2ccccc21,i,i,11,i,-3,i,i,i,i,-11,i
Cc1cccc(-n2c(=O)c3c(n4cnnc24)-c2ccccc2CC32CCCCC2)c1,i,i,-10,i,-3,i,i,i,i,-14,i
COc1ccc(/C=N/Nc2ccccc2C(=O)O)cc1,i,i,·,i,2,i,i,i,i,-4,i
O=C(O)CC(Cc1ccc(Cl)cc1)C(=O)Nc1ccc([N+](=O)[O-])cc1 (centres undefined),i,i,·,i,1,i,i,i,i,-10,i
CCCc1c(C(=O)N/N=C/c2ccc(OCc3ccccc3)c(OC)c2)nnn1-c1nonc1N,i,i,0,i,0,i,i,i,i,-4,i
Cc1ccc(NC(=O)CSc2nn3c(=O)c(C)nnc3s2)cc1Cl,i,i,5,i,-1,i,i,i,i,-6,i
Cc1ccc(NC(=O)COC(=O)CCc2ccc(S(=O)(=O)N3CCOCC3)cc2)cc1F,i,i,-1,i,-5,i,i,i,i,-4,i
Cc1cc(C)c2cc(CN(Cc3cccs3)Cc3nnnn3CC3CCCO3)c(=O)[nH]c2c1 (centres undefined),i,i,-4,i,3,i,i,i,i,-12,i
Cc1ccc(N2C(=O)CN(Cc3sccc3C)C2=S)cc1C,i,i,0,i,·,i,i,i,i,-2,i
O=C(c1ccccc1)c1ccc(Oc2ncccn2)cc1,i,i,4,i,-1,i,i,i,i,-15,i
CCOC(=O)C(Cc1c(F)cccc1F)(NC(C)=O)C(=O)OCC,i,i,0,i,4,i,i,i,i,-16,i
O=C(COC(=O)[C@H](Cc1c[nH]c2ccccc12)NC(=O)c1cccs1)NCc1ccccc1,i,i,1,i,-16,i,i,i,i,-11,i
Cc1ccc(NC(=O)CSc2nnc(CNC(=O)c3c(F)cccc3Cl)o2)cc1,i,i,8,i,6,i,i,i,i,-1,i
CCN(CC)c1ccc(/C=N/NC(=O)CNC(=O)c2ccc3c(c2)OCCO3)cc1,i,i,-1,i,-60,i,i,i,i,-6,i
Cc1ccc(Cl)cc1NC(=S)N(CCCN1CCOCC1)Cc1ccccn1,i,i,2,i,-2,i,i,i,i,-3,i
O=C(COc1ccc(S(=O)(=O)N2CCOCC2)cc1Cl)NC1CC1,i,i,-6,i,-1,i,i,i,i,-8,i
CCOC(=O)N1CCC(NC(=O)C2CCN(S(=O)(=O)c3ccc4c(c3)oc(=O)n4C)CC2)CC1,i,i,2,i,-3,i,i,i,i,-23,i
CC(C)CC(C(=O)Oc1ccc2c3c(c(=O)oc2c1)CCC3)N1C(=O)c2ccccc2C1=O (centres undefined),i,i,-3,i,·,i,i,i,i,-13,·
Cc1cccc(N2CCN(C3=NC(=O)C(Cc4ccccc4)S3)CC2)c1 (centres undefined),i,i,-6,i,-5,i,i,i,i,-7,i
Cc1ccccc1CCNC(=O)C1CCN(S(=O)(=O)c2ccc(-n3cnnn3)cc2)CC1,i,i,3,i,·,i,i,i,i,-8,·
Cc1ccc(CCSc2ccc(C(C)C)cc2)cn1,i,i,2,i,3,i,i,i,i,-16,i
Cc1cc2cc3c(cc2nc1SCc1ccccn1)OCCO3,i,i,-2,i,6,i,i,i,i,-7,i
CCOC(=O)C1(Cc2ccc(Cl)cc2)CCN(C(=O)c2cnc(C)cn2)CC1,i,i,-1,i,3,i,i,i,i,-13,i
Cc1cc(C(=O)COC(=O)c2ccc(Br)o2)c(C)n1C,i,i,·,i,1,i,i,i,i,-13,i
CCOc1ccc(NC(=O)C2CCN(S(=O)(=O)c3c(C)n[nH]c3C)CC2)cc1,i,i,3,i,2,i,i,i,i,-9,i
CC1CCCC(n2cnc3cc(C(=O)O)ccc32)C1C (centres undefined),i,i,6,i,3,i,i,i,i,-13,i

Next section.
SMILES,TRPC4 potent,KCNK9 block,DYRK1A inh,TRPC4 act,HDAC3 inhib,ANO1 activ,KCNQ1 block,KCNK3 block,KCNQ1 pot,hERG protect,TMEM16A inh
CSc1nsc(SCC(=O)Nc2c(C)n(C)n(-c3ccccc3)c2=O)n1,i,i,·,i,-11,i,i,i,i,-16,i
COc1ccc(Cl)cc1NC(=O)CCS(=O)(=O)c1ccc(C)cc1,i,i,·,i,-2,i,i,i,i,-4,i
CC(C)CC(c1nnnn1C1CCCCC1)N1CCN(C(=O)c2ccco2)CC1 (centres undefined),i,i,1,i,-3,i,i,i,i,-3,i
NC(=O)c1ccccc1OCC(=O)N1CCCc2ccccc21,i,i,5,i,-2,i,i,i,i,-5,i
Fc1ccccc1/C=N/n1c(C2CCCCC2)n[nH]c1=S,i,i,-2,i,7,i,i,i,i,-5,i
CC[C@H](C)C(C(=O)N1CCN(C(=O)OC(C)(C)C)CC1)n1cc(C(Cc2ccc(O)cc2)NC(=O)OC(C)(C)C)nn1 (some centres undefined),i,i,-11,i,6,i,i,i,i,-14,i
CC(C)c1ccc(OCC(=O)Nc2ccncc2)cc1,i,i,5,i,6,i,i,i,i,-13,25*
CCOC(=O)CSc1nnc(CSc2nc3sc4c(c3c(=O)[nH]2)CCCC4)n1-c1ccccc1,i,i,-2,i,1,i,i,i,i,-18,i
COc1cccc(CN2CCC(Oc3ccc(C(=O)NCc4ccccn4)cc3)CC2)c1O,i,i,·,i,·,i,i,i,i,-9,·
c1ccc2oc(-c3ccn[nH]3)cc2c1,i,i,3,i,-1,i,i,i,i,6.9*,i
CSc1cccc(NC(=S)N2CCCN(Cc3cccc(Cl)c3)C2)c1,i,i,-1,i,0,i,i,i,i,-11,i
O=C(O)c1cc(NCc2ccc3c(c2)OCO3)ccc1N1CCOCC1,i,i,-4,i,-1,i,i,i,i,-2,i
O=C(COc1ccc2c(c1)OCO2)Nc1nnc(Cc2ccccc2)s1,i,i,-3,i,3,i,i,i,i,-4,i
Oc1ccc(Cl)cc1C=NCCc1ccccc1,i,i,-3,i,2,i,i,i,i,-3,i
COc1ccc(CCNC(=O)CSc2nc3cc(Cl)ccc3o2)cc1OC,i,i,0,i,0,i,i,i,i,-10,i
O=C(CN(C(=O)C1CSC(=O)C1)c1cccc(F)c1)NCc1ccc2c(c1)OCO2 (centres undefined),i,i,-2,i,0,i,i,i,i,-6,i
COc1ccc(Oc2cn[nH]c2-c2ccc(O)cc2O)cc1,i,i,11,i,-4,i,i,i,i,-13,i
COc1ccc(Cl)cc1C(=O)OCC(=O)NCCNC(=O)COC(=O)c1cc(Cl)ccc1OC,i,i,4,i,0,i,i,i,i,-18,i
COc1cccc(OC)c1C(=O)OCC(=O)Nc1cccnc1Cl,i,i,·,i,?,i,i,i,i,-6,i
Cc1ccc(/C=C/C(=O)N2CCCC(C(N)=O)C2)o1 (centres undefined),i,i,11,i,2,i,i,i,i,-9,i

Bioassay records (PubChem BioAssay)

Not all compounds are listed. The share of hits here may be higher or lower than overall.
